GPR55 beta-arrestin: GPR55 agonists via beta-arrestin recruitment, primary screen, imaging, U2OS cells, beta-arrestin-GFP redistribution (AID 1961). activation, % at 10 µM, or EC50 in µM where a hit was titrated. 290,000 tested, 0.048% active. U2OS GPR55 beta-arrestin-GFP redistribution imaging; higher % means a stronger effect;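 active means activation above 40% with more than 50 cells counted in the well; inconclusive means wells holding fewer than 50 cells, flagged as toxic or sparse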;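 further: U2OS osteosarcoma cells stably expressing GPR55 and beta-arrestin-GFP; plate controls were DMSO negative control for no effect and LPI positive control for full effect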
AID2073: inhibitors of Mint1-CaV2.2 protein interaction, biochemical, HTRF (AID 2073) | HTRF protein-protein interaction, Mint1-CaV2.2; higher % means a stronger effect | inhibition, % at 20 µM, or IC50 in µM where a hit was titrated | 290,000 tested, 0.19% active; in the data active means inhibition mostly above about 51%, no sharp cut-off; inconclusive means no clear call, values can overlap the other calls; inactive means mostly below about 53%; further: some results filed as inactive read as strong as hits
GPR35 antagonists: GPR35 antagonists blocking zaprinast-driven arrestin recruitment, primary screen, imaging, U2OS, beta-arrestin-GFP, zaprinast agonist (AID 2058) | U2OS GPR35 beta-arrestin-GFP translocation imaging, zaprinast antagonism; higher % means a stronger effect | inhibition, % at 10 µM; hits with a dose series show IC50 in µM | 290,000 tested, 0.052% active;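 active means inhibition of at least 50% with at least 30 cells and total cytoplasm GFP at most 10,000,000; inconclusive means under 30 cells or total GFP of 10,000,000 plus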
KOR beta-arrestin-1: KOR antagonists, beta-arrestin recruitment, cell-based, luminescence, uHTS (AID 1778) | KOR beta-arrestin recruitment, luminescence, antagonist mode; higher % means a stronger effect | 290,000 tested, 0.091% active | inhibition, % at 10 µM, or IC50 in µM where a hit was titrated; in the data active means inhibition above about 50%; further: strong numbers were not always called active
Siah-1 displacement: blockers of Siah-1 interaction with plectin peptide – biochemical, fluorescence polarization, rhodamine-plectin, uHTS, primary screen (AID 1817) | 290,000 tested, 0.02% active | Siah-1 / rhodamine-plectin peptide fluorescence polarization; higher % means a stronger effect | displacement, % at 20 µM, or IC50 in µM where a hit was titrated;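 active means displacement of at least 50% at 20 µM, with a fluorescence ratio check between 0.3 and a set limit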;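 further: plate controls were Siah plus tracer with DMSO for no effect and tracer alone without Siah for full effect; strong numbers were not always called active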
HIV fusion peptide: inhibitors of HIV fusion peptide binding, primary screen, biochemical, uHTS, fluorescence dequenching (AID 1986); cell-free peptide binding, fluorescence dequenching, 30 min; higher % means a stronger effect; inhibition, % at 20 µM; hits with a dose series show IC50 in µM; 290,000 tested, 0.3% active; in the data active means inhibition mostly above about 52%, no sharp cut-off; inactive means mostly below about 76%; further: some results filed as inactive read as strong as hits
KOR beta-arrestin-2: kappa opioid receptor activators – cell-based, luminescence, uHTS, primary screen (AID 1777); KOR beta-arrestin recruitment, luminescence; higher % means a stronger effect; one-dose activation, % at 10 µM; EC50 in µM for titrated hits; 280,000 tested, 0.02% active; in the data active means activation above about 50%, passing the limit was not always enough; further: a part of the inactive calls stands beside numbers as strong as those of hits
GPR55 antagonists: GPR55 antagonists blocking LPI-driven arrestin recruitment, primary screen, imaging, U2OS, beta-arrestin-GFP, LPI agonist (AID 2013). U2OS GPR55 beta-arrestin-GFP translocation imaging, LPI antagonism; higher % means a stronger effect. inhibition, % at 10 µM; hits with a dose series show IC50 in µM. 290,000 tested, 0.13% active;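 active means spots per cell inhibited over 60%, with over 100 cells counted and total cytoplasm intensity under 500,000; inconclusive means wells with under 100 cells, flagged as likely toxic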;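 further: U2OS cells stably carrying GPR55 and arrestin-GFP stimulated by 5 µM LPI near EC80; imaged beta-arrestin-GFP aggregate spots per cell after agonist stimulation; plate controls were LPI-stimulated DMSO wells for no effect and DMSO wells without LPI for full effect; some results filed as inactive read as strong as hits; confirmed hits need IC50 under 10 µM and bright autofluorescent wells are also inconclusive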
NOD1 inhibition: inhibition of NOD1-driven NF-kB reporter – cell-based, luminescence, uHTS, primary screen (AID 1578); NOD1-driven NF-kB luciferase reporter cells, luminescence; higher % means a stronger effect; 290,000 tested, 1% active; inhibition, % at 4 µM; hits with a dose series show EC50 in µM; in the data active means inhibition mostly above about 36%, no sharp cut-off; inactive means mostly below about 34%;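 further: HEK-293T reporter cells stimulated with the NOD1 agonist gamma-tri-DAP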
An asterisk follows results filed as active; ? = inconclusive; . = not tested or not shown; [ ] = another dose, or the depositor's remark. The list is partial; rates above refer to the full screens.

SMILES	GPR55 beta-arrestin	AID2073	GPR35 antagonists	KOR beta-arrestin-1	Siah-1 displacement	HIV fusion peptide	KOR beta-arrestin-2	GPR55 antagonists	NOD1 inhibition
Cc1c(C(=O)Nc2ccc(F)cc2)oc2ccc(S(=O)(=O)N3CC(C)CC(C)C3)cc12 (configuration not stated)	-0.1%	41%	-3%	41%	-2%	-0.3%	-3.6%	1%	42%
CCOC(=O)c1c(-c2ccccc2)csc1NC(=O)c1ccc(N2C(=O)CCC2=O)cc1	0.1%	12%	-11%	-1%	0%	-4.4%	7.3%	11%	1%
Cc1cc(N2CCOCC2)nc2ccc(NC(=O)CCC(=O)N3CCCC(C)C3)cc12 (configuration not stated)	-0.2%	-1%	-2%	-1%	-3%	-1.4%	5.8%	6%	40%
COC(=O)C(C)Sc1nc2c([nH]c3ccccc32)c(=O)n1C (configuration not stated)	-0.1%	-12%	-7%	-32%	-2%	2.4%	-0.1%	-7%	-17%
Cn1nc(OCC(N)=O)ccc1=O	0.1%	10%	-12%	2%	0%	0.5%	-4.1%	9%	-6%
Cc1ccc2cc3cc(C(=O)NCCCN4CCCC4)oc3nc2c1	-0.2%	17%	21%	-54%	-3%	1.1%	2.3%	5%	-12%
COc1ccccc1C(=O)NNC(=O)c1ccc(Br)o1	-0.1%	-4%	-8%	12%	0%	0.0%	-5.8%	17%	-77%
COc1ccc(/C(C)=N/NC(=O)c2nnn(-c3nonc3N)c2-c2ccccc2)cc1	-0.2%	7%	13%	-39%	18%	18%	0.3%	-3%	-31%
Cc1onc(-c2c(Cl)cccc2Cl)c1-c1nc2cc(Cl)ccc2c(=O)o1	1.1%	4%	-12%	-17%	2%	14%	2.7%	8%	-13%
Cc1ccc(C)c(NC(=O)Cn2nnc(C(=O)NCc3cccs3)c2N)c1	0.2%	26%	-10%	-21%	12%	-2.9%	-0.8%	19%	1%
COc1ccc(/C(C)=N/NC(=O)CNC(=O)/C=C/c2ccccc2OC)cc1	-0.1%	2%	-12%	-28%	-2%	18%	6.6%	-8%	-7%
O=C(OCC(F)(F)F)c1cccc(COc2ccc3ccccc3c2)c1	-0.1%	5%	-3%	28%	0%	-0.5%	2.0%	-1%	55%
C/C(N)=C(/C#N)C(=O)CSc1nc2ccccc2c(=O)n1CCCOC(C)C	0.7%	7%	-8%	-10%	6%	0.8%	-3.1%	-11%	-19%
Cc1cc([N+](=O)[O-])c(C)cc1-c1ccc(/C=N/NC(=O)c2cccnc2)o1	-0.4%	18%	0%	-17%	-2%	5.8%	-7.4%	3%	-35%
CN(C)c1nc2c(c(=O)[nH]c(=O)n2C)n1Cc1ccc(F)cc1	0.3%	9%	-14%	6%	-2%	4.5%	-3.7%	15%	6%
CCOCCCN(C(=O)CCC(=O)Nc1cc(C)on1)C(C(=O)NC(C)(C)CC)c1cccc(OC)c1OC (configuration not stated)	0.3%	-1%	3%	-42%	10%	-0.5%	0.8%	15%	-39%
COc1cc(CNC2CCCC2)cc(Br)c1OCC(=O)Nc1ccccc1C	0.2%	8%	-6%	27%[20 µM]	2%	-1.1%	-6.1%	-1%	-34%
CN(Cc1ccccc1)C(=O)CN1C(=O)NC(C)(c2ccc(C(C)(C)C)cc2)C1=O (configuration not stated)	0.3%	23%	-1%	0%	-1%	2.0%	0.5%	-8%	7%
Cc1nnc(SCC(=O)Nc2nccs2)n(N)c1=O	0.3%	5%	3%	-21%	-3%	0.0%	15%	-9%	17%
C=CCNC(=O)c1nn2cccnc2c1Cl	-0.1%	-6%	-10%	14%	5%	-0.4%	-4.7%	4%	-16%
COc1ccc(/C=N/Nc2cc(C)nc(NS(=O)(=O)c3ccc(C)cc3)n2)cc1	0.3%	12%	5%	0%	1%	-0.4%	0.4%	0%	-27%
Cc1noc(C)c1CSc1nnc2scc(-c3ccccc3)n12	0.0%	7%	-3%	16%	-2%	53%	-4.4%	2%	-12%
Cc1ccc(NC(=O)Nc2ccnc(-c3cccnc3)n2)cc1	-0.3%	4%	-16%	-43%	-6%	1.1%	4.0%	-8%	10%
C=CCN(CC=C)c1nc2ccccc2nc1C(C#N)C(=O)OC(C)C (configuration not stated)	-0.3%	5%	-2%	-2%	24%	22%	1.5%	-6%	-30%
CC1CCCN(C(=O)C(C)Nc2cc(Cl)ccc2N2CCOCC2)C1 (configuration not stated)	0.6%	-26%	9%	-19%	0%	-3.3%	-0.8%	0%	23%
CCOc1ccc(CNC(=O)CCSCc2ccccc2F)cc1OC	-0.3%	-7%	-1%	4%	-1%	-0.3%	-2.9%	-15%	-6%
CCN(CC)c1ccc(C(=O)c2cnc(/N=C/N(C)C)s2)cc1	0.5%	31%	1%	5%	3%	1.0%	-11%	22%	-23%
O=C(CCC(=O)N(CC(=O)NC1CCCC1)Cc1ccc2c(c1)OCO2)Nc1nccs1	0.2%	31%	0%	7%	9%	0.8%	-1.8%	-2%	-35%
O=C(NCC1CCCO1)C(c1ccncc1)N(Cc1cccs1)C(=O)Cn1nnc(-c2ccc(F)cc2)n1 (configuration not stated)	-0.1%	40%	14%	-28%[20 µM]	1%	15%	.	9%	-46%
O=[N+]([O-])c1ccc(Oc2ccc(C(F)(F)F)cn2)cc1	-0.1%	-10%	0%	-20%[20 µM]	-2%	-2.8%	-4.5%	-8%	-19%
CCOC(=O)C1CCN(C(=O)CCCCn2c(=O)[nH]c3ccccc3c2=O)CC1	-0.2%	3%	-10%	-46%	8%	0.2%	-1.7%	8%	-23%
Cn1nc(C(C)(C)C)cc1C(=O)O	-0.1%	12%	13%	-23%[20 µM]	3%	0.6%	.	-13%	-20%
COc1ccc(C=C(c2ccc(OC)cc2)c2ccc(OC)cc2)cc1	-0.1%	11%	7%	43%	-3%	-0.4%	3.3%	-3%	13%
Cc1ccc(S(=O)(=O)NC(=O)N2CCCC(C)(C)C2)cc1	-0.3%	3%	0%	30%	6%	-2.2%	3.1%	4%	-17%
COc1ccc(Cn2c(O)c(C=Nc3ccccc3)c3ccccc3c2=O)cc1	-0.2%	0%	-4%	22%	3%	-0.3%	4.6%	-18%	8%
Cn1c(N)c(C(=O)COC(=O)c2cc(-c3ccccc3)nc3ccccc23)c(=O)n(Cc2ccccc2)c1=O	0.6%	22%	0%	-32%	3%	4.0%	-0.4%	3%	-10%
Cc1ccccc1-n1c(C)nnc1SCC(=O)NCC1CCCO1 (configuration not stated)	0.2%	-3%	11%	-8%	-5%	-2.5%	8.2%	5%	-2%
C=CCn1c(O)c(CN2CCN(Cc3ccccc3)CC2)c(C)c(C#N)c1=O	0.1%	2%	1%	-19%	-8%	29%	-8.6%	8%	16%
Cc1[nH]nc(N=CC2=C(O)CC(c3ccco3)CC2=O)c1-c1ccccc1 (configuration not stated)	0.3%	9%	8%	.	-7%	-1.7%	-6.7%	-10%	3%
CC1CC(C)CN(C(=O)C(NS(=O)(=O)c2ccc3c(c2)oc(=O)n3C)C(C)C)C1 (configuration not stated)	0.3%	-8%	0%	-3%	8%	-1.6%	4.2%	-8%	-11%
c1ccc(-c2noc(-c3ccno3)n2)nc1	0.1%	-1%	3%	4%	-4%	0.7%	3.5%	-9%	-2%
CCC(CCC(=O)Nc1cccc(C(=O)O)c1)C(=O)O (configuration not stated)	-0.2%	7%	-11%	-1%	2%	-0.2%	-2.0%	-4%	-24%
Cc1ccc(CN(C(=O)c2csnn2)C(C(=O)NC2CCCC2)c2ccc(C)o2)cc1 (configuration not stated)	0.2%	0%	-15%	-31%	5%	0.9%	1.7%	-4%	-35%
COc1ccc(OC)c(S(=O)(=O)Nc2ccccc2C(F)(F)F)c1	-0.1%	3%	-15%	31%	2%	0.2%	-7.6%	-3%	-30%
Cc1ccc(C(=O)C(OC(=O)c2c(C)cc(=O)oc2C)c2ccccc2)cc1 (configuration not stated)	-0.2%	-3%	-21%	-9%	4%	-1.2%	-6.1%	0%	-27%
CCOc1cc(C(=O)CCC(=O)OCC(=O)N2c3ccccc3NC(=O)C2(C)C)ccc1O	0.0%	-4%	-6%	-41%	-6%	-1.7%	3.8%	-8%	1%
Cc1ccc2sc(NNC(=O)c3cc(-c4cccs4)nc4ccccc34)nc2c1C	-0.3%	24%	-9%	-39%	-4%	-1.0%	1.5%	3%	-37%
S=C(Nc1ccccc1)N1N=CCC1c1ccccc1 (configuration not stated)	0.0%	-5%	0%	26%	2%	0.5%	-1.3%	11%	-42%
CCOc1ncccc1C(=O)OCC(=O)c1ccc(OC)c(OC)c1	0.1%	11%	7%	12%	1%	1.5%	0.2%	6%	-34%
CN(C)c1ccc(C(=O)OCC(=O)N2CCOCC2)cc1	-0.7%	-6%	6%	14%	-1%	-0.1%	-3.9%	4%	-26%
Cc1cccc(/C=N/NC(=O)Cc2ccc(Cl)cc2)c1O	-0.1%	12%	-2%	-16%	13%	0.6%	-5.0%	3%	-12%
O=C(CN1CCC(n2nnc3cc(C(F)(F)F)ccc32)CC1)NNC(=O)c1ccco1	-0.1%	30%	3%	-49%[20 µM]	0%	-0.2%	.	1%	-28%
COc1cc(NC(=O)Cn2cnc3ccccc3c2=O)c(OC)cc1Cl	-0.1%	-4%	11%	-20%	-2%	0.2%	0.5%	-4%	-56%
O=[N+]([O-])c1cccc(OCc2cn3cccnc3n2)c1	-1.0%	2%	0%	5%	5%	3.3%	-2.0%	9%	-11%
CCOc1ccccc1-n1c(SCC(N)=O)nnc1-c1ccccc1	1.0%	-2%	8%	7%	0%	0.5%	7.0%	3%	1%
CCOC(=O)NC(=O)C(=CNc1cccc(OC)c1)C(=O)NC(=O)OCC	-0.2%	-4%	2%	0%	6%	0.1%	0.8%	-4%	-33%
Cc1ccc(N=C2CCCN2Cc2ccccc2)c(C#N)c1	0.1%	-3%	-9%	-1%	4%	1.4%	4.4%	-5%	-41%
Cc1cc(NS(=O)(=O)c2ccc(NC(NC(=O)C(C(F)(F)F)C(F)(F)F)(C(F)(F)F)C(F)(F)F)cc2)no1	-0.3%	?	-1%	17%	9%	5.7%	-9.6%	9%	-15%

Taken from above.
CN(C)c1ccc(C(=O)OCC(=O)N2CCOCC2)cc1 @ AID2073 = -6%
Cc1ccc(N=C2CCCN2Cc2ccccc2)c(C#N)c1 @ GPR55 antagonists = -5%
